iPSC survival up = hiPSC single-cell survival enhancement; ATPlite luminescence; 100% = ROCK inhibitor wells, 0% = DMSO; survival enhancement, % at 20 µM; 360,000 tested, 0.044% active; in the data active means survival enhancement above about 18%;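 further: cells exposed to compounds for 16 hours before the ATP read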
KKLEB tox = reduces viability of KKLEB cystic fibrosis airway cells | KKLEB CF airway cells viability, ATPlite luminescence, overnight; active compounds read low; cells stimulated with P. aeruginosa culture filtrate | activity change (cytotoxicity), % at 5 µM | 360,000 tested, 0.36% active | AID 602141;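 active means corrected activity change at or below -50% at 5 µM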
HIF-2a block = HIF-2a inhibition; 360,000 tested, 0.72% active; 786-0 RCC cells HIF-2a reporter, luciferase luminescence, overnight; inhibition, % at 18.8 µM;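 active means inhibition of the luminescence signal of 40% or more relative to plate controls, in a single-dose primary screen at 18.75 µM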
CF NFkB inh = cystic fibrosis NF-kB activation inhibition. KKLEB NF-kB-GFP reporter, PAF-induced, GFP fluorescence overnight. inhibition, % at 5 µM. 360,000 tested, 0.86% active. AID 588850;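 active means at least 50% inhibition at 5 µM, scaled per plate between neutral and stimulator controls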;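 further: PAF is a Pseudomonas aeruginosa culture filtrate used as stimulus; plate controls were PAF-stimulated DMSO wells for no effect and unstimulated DMSO wells for full effect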
Peg3 promoter = inhibitors of Peg3 promoter; HeLa PEG-Prom luciferase reporter, luminescence, overnight; inhibition, % at 20 µM; 360,000 tested, 1.7% active; AID 588405;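 active means inhibition of at least 50% at 20 µM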
NR2E3 ag-1 = agonists of human NR2E3 nuclear receptor | Q9Y5X4 | CHO-S Gal4-NCOR/VP16-NR2E3 two-hybrid, luciferase | inhibition of corepressor binding, % at 3.98 µM | 360,000 tested, 0.35% active | AID 602229;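 active means inhibition above the mean of all tested compounds plus 3 SD, cut at about 70% in these data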;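 further: 0% = DMSO with NR2E3 transfected cells and 100% = cells lacking NR2E3 construct; higher means lower luciferase signal from less NR2E3 corepressor binding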
Target sequence (Q9Y5X4 whole entry, looked up, the tested form may be a part): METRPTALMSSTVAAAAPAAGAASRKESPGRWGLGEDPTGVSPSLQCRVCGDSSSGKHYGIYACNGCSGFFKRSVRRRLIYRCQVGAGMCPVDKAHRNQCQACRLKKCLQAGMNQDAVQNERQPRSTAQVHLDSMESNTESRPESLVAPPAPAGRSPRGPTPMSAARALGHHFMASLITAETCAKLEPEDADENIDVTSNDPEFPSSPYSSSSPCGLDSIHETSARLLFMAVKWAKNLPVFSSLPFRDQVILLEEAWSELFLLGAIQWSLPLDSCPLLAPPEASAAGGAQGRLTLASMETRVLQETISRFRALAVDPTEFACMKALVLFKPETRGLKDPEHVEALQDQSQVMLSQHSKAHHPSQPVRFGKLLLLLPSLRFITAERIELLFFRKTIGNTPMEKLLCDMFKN
NR2E3 ag-2 = NR2E3 (human) agonism; Q9Y5X4; GST-NR2E3/biotin-RetCOR TR-FRET, 1536-well; inhibition of corepressor binding, % at 4.78 µM; 320,000 tested, 0.12% active; AID 2300;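 active means percent inhibition above the cutoff of mean plus 3 SD of all tested compounds, set per screening campaign, cut at about 20% in these data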;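 further: 0% = DMSO wells and 100% = biotin wells as full block of FRET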
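Material: NR2E3–RetCOR corepressor complex / Incubation: Compound–protein incubation for 5 h at 4 °C / Dosing: compound at 4.8 µM, single dose / Detection: time-resolved FRET / Benchmarks: high control biotin, low control 0.6% DMSO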
Shn3 3UTR inh = reduces Shn3 3'UTR luciferase signal in osteoblasts. Clone20 osteoblast Shn3 3'UTR firefly luciferase, 24 h. inhibition, % at 12.5 µM. 360,000 tested, 0.52% active;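 active means mean inhibition of at least 75% with every replicate also reaching 75%; inconclusive means mean inhibition at least 75% but some replicate below; inactive means mean inhibition below 75%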;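 further: 0% = median of neutral control wells and 100% = pilot-screen positive control compound; some compounds past the cut are filed as inactive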
C8 TRAIL sens = sensitizes caspase-8 expressing cells to TRAIL | NB7+C8 cells + TRAIL, ATPlite viability luminescence | inhibition (viability loss, TRAIL sensitization), % at 10 µM | 360,000 tested, 1% active | AID 624354;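 active means compounds causing at least 50% loss of cell viability in the single-dose screen, relative to plate controls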
TRPM1 prom inh = reduces MITF-dependent TRPM1 promoter luciferase signal; 330,000 tested, 0.83% active; AID 488899; inhibition, % at 12.5 µM; SK-MEL-5 TRPM1 promoter luciferase, 24 h;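 active means mean inhibition across replicates of 60% or more, whatever share of single replicates reaches that level; inconclusive means some that reach 60%, reason not given; inactive means mean inhibition across replicates below 60%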; further: values of inactives mirror those of a sister screen read the other way
LMP1 NFkB inh = Epstein-Barr LMP1 NF-kappaB reporter inhibition; LMP1-induced NF-kappaB luciferase reporter cells, luminescence; inhibition, % at 12.5 µM; 350,000 tested, 0.69% active; in the data active means inhibition above about 41%; inconclusive means no clear call, values can overlap the other calls;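 further: 0% = neutral control wells and 100% = reference inhibitor control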
* marks the source's active call; other numbers are inactive results; ? = inconclusive; nt = no result given. This is a subset. The share of hits here may be higher or lower than overall.

Under each structure – iPSC survival up	KKLEB tox	HIF-2a block	CF NFkB inh	Peg3 promoter	NR2E3 ag-1	NR2E3 ag-2	Shn3 3UTR inh	C8 TRAIL sens	TRPM1 prom inh	LMP1 NFkB inh
COCCn1nnnc1CN(Cc1ccco1)Cc1cc2cc3c(cc2[nH]c1=O)OCO3
 : -2.4	4	7	0	0	25	4	-11	11	13	-3
Nc1c(C(=O)NC2CC2)c2nc3ccccc3nc2n1-c1ccc2c(c1)OCO2
 : -2.0	-9	0	2	35	6	3	12	7	1	7
Cc1ccc2oc(NC3=NC4(CCCC4)C4=C(CCCC4=O)N3)nc2c1
 : -0.5	2	5	-66	17	-41	nt	7	-2	nt	nt
O=C(COC(=O)c1ccc(O)cc1)Nc1ccc(S(=O)(=O)N2CCCC2)cc1
 : 0.1	2	5	-8	3	10	nt	5	10	2	-2
Nc1nc(Nc2ccccc2F)nc(NC2CCCCC2)c1[N+](=O)[O-]
 : -0.8	0	-16	9	39	-22	1	-28	3	-8	-12
CC1CC(=O)Nc2ccccc2N1C(=O)COc1ccccc1C(N)=O (stereo unspecified)
 : 0.4	3	15	-11	-14	-23	nt	-8	-6	nt	6
O=C(N/N=C/c1ccco1)C12CC3CC(CC(C3)C1)C2
 : -1.0	-3	-2	5	-7	-36	3	6	-1	-2	-2
Cc1ccc(-n2c(-c3ccccc3)c[n+]3c2CCc2ccccc2-3)c(C)c1
 : 0.3	-10	1	22	42	-16	2	?	37	76*	32
COc1ccc(OCCN2CCC(C(=O)NC(c3ccc(OC)cc3)c3ccccn3)CC2)cc1 (stereo unspecified)
 : 0.0	3	7	-16	-3	6	nt	-8	-2	nt	nt
Fc1cc(Br)ccc1COc1ccc(-c2nnco2)cc1
 : -0.4	7	-214	2	-336	-124	2	-79	10	-118	-15
O=C(Nc1ccc(S(=O)(=O)Nc2nccs2)cc1)c1cc(-c2ccncc2)nc2ccccc12
 : -0.6	12	6	-6	12	9	1	6	7	12	-7
Cc1ccc(NC(=O)c2cc(N3CCOCC3)nc3ccccc23)cc1
 : -2.4	-6	3	12	13	-10	0	5	26	14	-4
O=C(NCCSc1ccccn1)c1ccc(Cl)cc1Cl
 : 0.1	2	-220	-3	-252	-162	0	-131	13	-72	15
CCC(=O)Nc1c(C#N)c2nc3ccccc3nc2n1C1CCCCC1
 : -1.6	-3	8	5	15	-26	1	-4	4	0	12
O=C(NC(=S)NCCc1ccccn1)c1ccccc1
 : 0.0	19	-113	-10	-55	-8	2	-20	-4	-44	-15
COc1ccc(-c2ccc(C#N)c(SCC(=O)NCCc3ccccc3)n2)cc1OC
 : -1.9	-12	9	15	19	0	-3	30	-2	3	2
CCn1ccnc1C(O)c1cccc(OC)c1 (stereo unspecified)
 : -1.5	-3	17	-10	11	-9	3	-10	1	10	0
O=C(NCc1cccnc1)c1cc([N+](=O)[O-])ccc1N1CCOCC1
 : 0.2	4	17	-1	0	4	0	15	0	-10	4
O=C(Nc1ccccc1OCc1ccccc1)c1ccccc1Br
 : 0.2	-4	-7	6	2	5	5	-7	-12	-13	-27
Fc1ccccc1Cc1noc(CN2CCC(OCc3cccnc3)CC2)n1
 : 0.1	4	-15	-9	-5	-28	2	10	34	-7	-5
CC(C)(C)NC(=O)c1cccc(NC(=O)c2ccc(NC(=O)c3ccco3)cc2)c1
 : -1.3	14	-5	-18	25	-8	3	11	22	11	4
COc1ccc(C(=O)/C=C2/C(=O)Nc3ccccc32)c(OC)c1
 : -0.6	-40	91*	84*	103*	-68	1	53	28	46	14
CCOC(=O)c1ccc(COC(=O)CCc2nc3ccccc3[nH]c2=O)o1
 : 4.5	-5	-2	13	5	3	0	-1	-11	6	5
O=C(COC(=O)C1=COCCO1)Nc1cc(Cl)c(Cl)cc1Cl
 : 5.2	-8	-24	1	-30	0	nt	-14	-2	-2	-4
CCCN1CN=C(NS(=O)(=O)c2ccc(C)cc2)NC1
 : 1.0	11	14	-8	8	-9	4	-4	-8	2	-3
CC(C)Cc1nnc(NC(=O)CSc2nc(O)c(Cc3ccccc3)c(=O)[nH]2)s1
 : 0.6	-11	16	6	0	-34	5	0	4	8	9
Cc1cc2c(cc1C)NC1(C(=O)Nc3ccccc31)C1=C(CC(C)(C)CC1=O)N2 (stereo unspecified)
 : 0.8	2	-56	-3	-13	-14	0	-8	-2	7	-17
COc1ccc(N2CCN(C(=O)CN3C(=O)C4CC=CCC4C3=O)CC2)cc1 (stereo unspecified)
 : 1.0	3	14	12	10	-18	-3	-2	0	-6	-12
COc1ccc(C(=O)NC(=S)N(C)C2CCCCC2)cc1
 : -0.5	-13	-29	10	-94	-7	nt	-23	5	-28	9
Cc1nn(-c2ccc(F)cc2)c(C)c1/C=C/C(=O)N1CCNC(=O)C1
 : -1.8	-5	-3	8	9	-4	-1	3	3	-1	-8
CCOc1ccc(CCN2C(=S)N([C@@H](CC(C)C)CN3CCCC3CN3C(=S)NC[C@@H]3Cc3ccc(O)cc3)C[C@@H]2Cc2ccccc2)cc1 (stereo partly specified)
 : -2.4	9	-10	15	-7	18	nt	41	6	6	21
Cc1ccccc1NC(=O)/C(C#N)=C/c1ccc[nH]1
 : 0.0	-2	-175	-12	-155	-48	nt	-51	2	-11	-17
CCC(C)Nc1nc(Cl)nc(N(C#N)CN2C(=O)c3ccccc3S2(=O)=O)n1 (stereo unspecified)
 : 1.0	-10	20	15	15	-23	1	3	14	69*	-2
O=C(Nc1ccc2nc(-c3ccc(Br)o3)[nH]c2c1)c1ccco1
 : -3.3	11	-237	-10	-168	-70	-2	-51	49	-38	-8
CC(=O)N1CCc2cc(Br)cc(S(=O)(=O)CCC(=O)Nc3c(C)n(C)n(-c4ccccc4)c3=O)c21
 : -0.2	-2	8	-4	-7	3	3	-27	3	-2	-15
COc1cccc(NC(=O)N2CCC(C(=O)Nc3ccc(C)cc3C)CC2)c1
 : -1.4	5	17	-3	18	40	-1	-11	6	5	-1
CCC(OC(=O)c1ccco1)C(=O)NCc1ccc2c(c1)OCO2 (stereo unspecified)
 : -0.1	7	9	2	18	43	1	-2	-49	-8	2
CC(=O)Nc1cccc(C(=O)N/N=C/c2cccc(C)n2)c1
 : 1.1	13	3	12	2	0	2	-5	3	-4	-3
COc1ccc(C(=O)N2C(=S)NC(=O)/C2=C\c2ccc(C)cc2)cc1
 : -1.3	-12	-36	11	-15	-79	1	-26	6	-26	8
COc1ccc(-c2noc(N3CCCC(C(=O)Nc4ccc(F)cc4F)C3)n2)cc1 (stereo unspecified)
 : -1.1	-3	-103	2	-114	-127	3	-19	9	-25	2
CCOC(=O)C1=CCN(S(=O)(=O)c2ccc(F)cc2)C1c1cccc(F)c1 (stereo unspecified)
 : 0.8	-11	6	27	25	10	nt	12	-1	nt	nt
COc1cc(OC)cc(C(=O)Nn2cc(C(=O)Nc3c(F)cccc3F)c3ccccc3c2=O)c1
 : -0.1	-4	-3	-23	25	-7	1	3	19	22	-11
O=C(/C=C/Nc1ccc(Br)cn1)c1cccc(OC(F)F)c1
 : -0.5	3	-315	-24	-354	-71	-1	-73	29	-87	-39
COc1cccc(N2CCN(C(=O)c3nc4nc(C)cc(C)n4n3)CC2)c1
 : -0.3	1	10	6	-2	-14	-2	21	1	-4	2
C[C@@H]1CN([C@H](C)CO)C(=O)CCCn2cc(nn2)CO[C@H]1CN(C)C(=O)Nc1ccccc1F
 : 8.9	5	1	-13	-2	19	nt	-4	-4	nt	3
O=C(Nc1cccc2ccccc12)NC1CCCc2ccccc21 (stereo unspecified)
 : -1.9	6	15	-10	8	-15	0	71	9	12	1
COCCn1c(=O)[nH]c2cc(C(=O)N3CCN(c4cc(C)ccc4C)CC3)ccc2c1=O
 : -0.5	-3	12	1	7	3	2	4	0	-8	2
COc1ccc(CN2CCN(S(=O)(=O)c3ccccc3)CC2)c(OC)c1OC
 : -0.8	1	13	4	13	16	4	72	1	10	1
CCN(C(=O)CSc1cc(C)c2cccc(C)c2n1)C1CCS(=O)(=O)C1 (stereo unspecified)
 : -1.1	3	22	-5	18	13	4	-17	3	11	-7
O=C(Nc1ccc(N2CCN(C(=O)c3ccccc3)CC2)cc1)c1ccc2c(c1)OCCO2
 : 0.2	22	-120	-16	-128	-17	2	40	43	13	12
O=S(=O)(Nc1ccc(Br)cc1)c1cccc(NS(=O)(=O)c2cccs2)c1
 : 0.4	10	-4	-7	20	13	nt	-8	1	2	-3
CCc1n[nH]c(=S)n1/N=C/c1ccc(N(CC)CC)cc1
 : 0.4	4	-17	-8	-10	-27	2	-4	9	-3	-2
O=C(CN1CCN(c2ccc(F)cc2)CC1)Nc1ccccc1
 : 1.1	7	14	-18	21	-6	2	16	-18	12	1

Compound activity: PubChem, several laboratories
